# Screens: PubChem BioAssay, National Center for Advancing Translational Sciences (NCATS)
# aSyn rescue – inhibitors of alpha-synuclein toxicity in yeast; Yeast expressing alpha-synuclein, growth rescue, BacTiter-Glo, 24 h; Potency, µM (series often up to 46.1 µM), for the others: at the highest dose growth rescue (activation), usual class: activators; 0.14% of 370,000 active; further: % of control where 0% means no effect; nearly all actives have a fitted effect of over 65% in size
#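 Galactose-induced alpha-syn yeast (OD600=0.02, raffinose-pregrown) + pinned cpd, 24 hr, 30 deg C; growth by BacTiter-Glo luminescence. Growth restoration scores as activation.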
# PTHR1 agonist – activates the human parathyroid hormone receptor PTHR1 | Q03431 | HEK293 GP2 PTHR1 cells, GloSensor cAMP luminescence, 1 h | Potency, µM (series often up to 115 µM), inactives show top-dose activation, most hits filed as activators | 0.075% of 410,000 active; further: nearly all actives have a fitted effect of over 55% in size; some results filed as inactive show a strong effect at the top dose; inactives centre near -15; many of its hits are not listed in these tables
#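 HEK-293-derived GP2 cells expressing PTHR1 and a GloSensor cAMP reporter, 3,000/well, plated overnight, given luciferin plus IBMX (each 0.5 mM as added) for 1 h at 37 °C, then compound for 1 h at 37 °C. Luminescence was read after 15 min at room temperature.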
# EPAC2 antag – blocks human EPAC2 exchange factor. EPAC2 GEF exchange of Rap1B-BODIPY-GDP, fluorescence. Q8WZA2. Potency, µM (doses to about 114 µM), for the others: at the highest dose activity, negative = inhibition, most hits filed as inhibitors. 0.18% of 360,000 active; further: on the % scale 0 is the no-effect control and ±100 the full control effect; nearly all actives have a fitted effect of over 45% in size; many of its hits are not listed in these tables
# FUS suppressor – FUS proteinopathy suppression in yeast | S. cerevisiae FUS-expressing, growth rescue, OD600, 24 h | Potency, µM (highest dose often 76.6 µM), without a hit: top-dose growth rescue (activation), actives largely listed as activators | 0.24% of 390,000 active | AID 1347120;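 further: plate controls were DMSO vehicle for no effect and reference control for full effect; nearly all actives have a fitted effect of over 55% in size; some results filed as inactive show a strong effect at the top dose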
#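 Quantitative HTS measuring growth restoration of FUS-toxic yeast. Galactose-induced cells (OD 0.005) were exposed 24hr at 30C to compounds at several concentrations, then absorbance at 600 nm was recorded.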
# EPAC1 antag – antagonists of human EPAC1; O95398; EPAC1 GEF assay, Rap1b-BODIPY-GDP exchange fluorescence; Potency, µM (highest dose often 115 µM), for the others: top-dose activity change, negative = inhibition, usual class: inhibitors; 0.14% of 360,000 active;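 further: plate controls were vehicle for no effect and positive control for full effect; nearly all actives have a fitted effect of over 50% in size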
# Target sequence (O95398 whole entry, looked up): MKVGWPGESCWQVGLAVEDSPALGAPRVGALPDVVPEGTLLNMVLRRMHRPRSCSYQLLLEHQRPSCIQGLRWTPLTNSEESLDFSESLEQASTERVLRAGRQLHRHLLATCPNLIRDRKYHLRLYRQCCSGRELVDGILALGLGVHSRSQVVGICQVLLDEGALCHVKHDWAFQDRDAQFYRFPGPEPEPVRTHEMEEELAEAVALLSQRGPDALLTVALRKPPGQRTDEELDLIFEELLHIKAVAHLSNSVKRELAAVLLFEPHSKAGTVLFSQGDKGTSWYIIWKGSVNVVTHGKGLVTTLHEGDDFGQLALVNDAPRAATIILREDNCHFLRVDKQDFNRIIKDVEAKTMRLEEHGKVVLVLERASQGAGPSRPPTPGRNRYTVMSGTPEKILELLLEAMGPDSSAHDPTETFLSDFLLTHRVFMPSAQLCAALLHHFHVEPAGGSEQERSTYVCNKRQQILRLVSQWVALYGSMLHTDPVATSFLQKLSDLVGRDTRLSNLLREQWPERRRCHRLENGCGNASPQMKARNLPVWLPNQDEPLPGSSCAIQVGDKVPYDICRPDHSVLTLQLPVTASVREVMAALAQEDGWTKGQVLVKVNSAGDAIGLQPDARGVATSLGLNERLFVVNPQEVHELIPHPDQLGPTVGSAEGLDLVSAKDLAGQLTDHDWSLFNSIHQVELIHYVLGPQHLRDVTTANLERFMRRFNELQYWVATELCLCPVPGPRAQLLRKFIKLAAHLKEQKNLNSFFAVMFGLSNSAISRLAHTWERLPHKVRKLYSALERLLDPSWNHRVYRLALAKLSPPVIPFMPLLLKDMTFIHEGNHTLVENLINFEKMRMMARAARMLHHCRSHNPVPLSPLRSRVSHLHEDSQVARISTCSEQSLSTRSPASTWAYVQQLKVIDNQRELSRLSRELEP
# TDP43 rescue – TDP-43 toxicity inhibition in yeast; TDP-43 expressing yeast growth rescue, BacTiter-Glo, 24 h; Potency, µM (highest dose often 46.1 µM), for the others: top-dose growth rescue (activation), most hits filed as activators; 1.8% of 410,000 active; AID 652104; further: % of control where 0% means no effect; nearly all actives have a fitted effect of over 50% in size
#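 Yeast cells expressing TDP-43 under galactose induction are exposed to compounds for 24 hr at 30 deg C. BacTiter-Glo luminescence measures growth, so protective compounds score as activators.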
# EPAC1 agonist – EPAC1 (human) agonism | O95398 | EPAC1 agonist qHTS, biochemical assay; response scale: 100% = response to 6.5 mM cAMP | Potency, µM (top dose mostly 154 µM), for inactives: at the highest dose activation, hits mostly activators | 0.073% of 360,000 active; further: nearly all actives have a fitted effect of over 60% in size
#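 Read-out is the fluorescence drop as BODIPY-GDP leaves Rap1B (480 nm excitation, 540 nm emission), recorded every 5 minutes over 30 minutes. Reactions held 100 nM EPAC1, 250 nM Rap1B–BODIPY-GDP and 50 uM GDP, with 6.5 mM cAMP setting full activation.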
# EPAC2 agonist – EPAC2 (human) agonism; EPAC2 activation, biochemical qHTS; response scale: 100% = 6.5 mM cAMP response; Potency, µM (highest dose often 154 µM), for the others: top-dose activation, hits mostly activators; 0.079% of 360,000 active; further: nearly all actives have a fitted effect of over 50% in size
#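 Exchange assay: 100 nM EPAC2 with 250 nM Rap1B-BODIPY-GDP and 50 uM GDP. Fluorescence (ex 480/em 540 nm) read every 5 min for 30 min at room temperature. Data normalized to 6.5 mM cAMP as agonist control.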
# Starred values were filed as active, the others as inactive; i = inactive; ? = inconclusive; . = no result given; & = joins results of further samples; [ ] = dose if it differs, or a comment. The call rests on the fitted dose curve; in most records, active means well fitted curve in the direction sought with a large enough effect; inconclusive means small, poorly fitted or top-dose-only effect, or another doubt; inactive means no such curve, though single readings can be large; an effect the other way counts as inactive or inconclusive. Potency means the concentration at half of the fitted maximal effect.
# Each structure is followed by: aSyn rescue	PTHR1 agonist	EPAC2 antag	FUS suppressor	EPAC1 antag	TDP43 rescue	EPAC1 agonist	EPAC2 agonist
CN(C(=O)COC(=O)c1ccc(Br)o1)c1c(N)n(Cc2ccccc2)c(=O)[nH]c1=O
 : 2%	i	7%	-14%	-6%	-8%	7%	-5%
O=C(/C=C/c1ccc(Cl)cc1)NC(=S)Nc1ccccc1C(=O)O
 : 25%	i	-14%	19%	-5%	17%	-11%	-8%
CC(C)N1CCN(c2ccc(OCC3COC(Cn4cncn4)(c4ccc(Cl)cc4Cl)O3)cc2)CC1 (configuration not stated)
 : ?	10%	-2%	.	-6%	?	2%	-3%
CN1CCC(=NNC(=O)c2ccc(N(Cc3ccc(Cl)cc3)S(C)(=O)=O)cc2)CC1
 : 2%	-21%	13%	.	-18%	5%	3%	0%
COc1ccc(C(CC(=O)NC(C)(C)C)n2cccc2)cc1 (configuration not stated)
 : 6%	i	-5%[57.1 µM]	-5%	16%	17%	-2%	-10%
Cn1ncc2c(N3CCN(c4ccccc4F)CC3)ncnc21
 : 6%	-37%[inhibitor]	-3%	6%&14%	0%	13µM*	9%	-1%
CC(C(=O)Nc1ccc([N+](=O)[O-])cc1Cl)N1CCN(S(=O)(=O)c2cccs2)CC1 (configuration not stated)
 : 7%	-28%	-4%	.	-1%	-3%	11%	8%
O=C1Nc2ccccc2C12OCC1(CO2)COC2(OC1)C(=O)Nc1ccccc12 (configuration not stated)
 : 1%	i	0%	40%	2%	9%	-8%	-1%
O=C1C=CN2CCCCC2CC1 (configuration not stated)
 : -1%	-29%	1%	6%	2%	6%	5%	9%
Cc1ccc(SCC(=O)NNC(=O)CCS(=O)(=O)c2ccccc2)cc1
 : -5%	2%	18%	.	9%	-16%	-4%	4%
Cc1cccc(N/C(N)=N/c2nc(C(F)(F)F)cc(=O)[nH]2)c1C
 : -1%	i	0%	.	-15%	0%	0%	0%
Cc1ccc(C)c(OCCC(=O)OCC(=O)Nc2cccc(S(=O)(=O)N3CCCC3)c2)c1
 : -1%	-29%	-20%	35%	17%	-8%	8%	7%
O=C(c1cc(S(=O)(=O)N2CCN(c3ccccc3)CC2)ccc1Cl)N1CCCC(C(F)(F)F)C1 (configuration not stated)
 : 0%	-55%[inhibitor]	-3%	22%	-24%	19%	-1%	-16%
CCOC(=O)c1ccc2c(c1)nc(C)n2CC
 : -13%	i	-20%	16%	-16%	9%	4%	11%
CC(C)n1c(N)c(C#N)c2ccc([N+](=O)[O-])cc2c1=O
 : -3%	-24%	7%	15%	-8%	5%	2%	7%
Cc1cc(C)cc(Oc2nc(C(F)(F)F)nc3ccccc23)c1
 : -4%	i	4%	-56%	-11%	-11%	-9%	2%
COc1ccc2c(c1OC)C(=O)N(c1ccc(C)cc1)C2=O
 : 0%	-9%	17%	12%	-1%	-27%	-12%	-3%
O=C(Cc1ccccc1)Nc1nnc(-c2cccs2)s1
 : 0%	-4%[57.5 µM]	-2%	14%	-6%	10%	-1%	-2%
CC(=O)c1ccc(-c2ccc(C(=O)Nc3nc(C)c(C(C)=O)s3)o2)cc1
 : 1%	-24%	5%	-8%	4%	13%	-7%	4%
Cn1cc(-c2csc(C(O)c3ccc(F)cc3)n2)cn1 (configuration not stated)
 : 4%	i	7%	-25%	13%	?	7%	17%

# Part of the list above in another layout:
SMILES | aSyn rescue | PTHR1 agonist | EPAC2 antag | FUS suppressor | EPAC1 antag | TDP43 rescue | EPAC1 agonist | EPAC2 agonist
O=C(/C=C/c1ccc(Cl)cc1)NC(=S)Nc1ccccc1C(=O)O | 25% | i | -14% | 19% | -5% | 17% | -11% | -8%
CC(C)N1CCN(c2ccc(OCC3COC(Cn4cncn4)(c4ccc(Cl)cc4Cl)O3)cc2)CC1 (configuration not stated) | ? | 10% | -2% | . | -6% | ? | 2% | -3%

# Returning to the listing, repeating the two entries before the break.
# Each structure is followed by: aSyn rescue	PTHR1 agonist	EPAC2 antag	FUS suppressor	EPAC1 antag	TDP43 rescue	EPAC1 agonist	EPAC2 agonist
CC(=O)c1ccc(-c2ccc(C(=O)Nc3nc(C)c(C(C)=O)s3)o2)cc1
 : 1%	-24%	5%	-8%	4%	13%	-7%	4%
Cn1cc(-c2csc(C(O)c3ccc(F)cc3)n2)cn1 (configuration not stated)
 : 4%	i	7%	-25%	13%	?	7%	17%
O=C(COC(=O)C1CCCCC1)Nc1ccc(N2CCCCC2)cc1
 : -4%	-22%[57.5 µM]	46%[activator][57.1 µM]	38%	-21%	-15%	3%	?
Cc1ccc(Cn2nc(C)c(NC(=O)C3CC3)c2C)cc1
 : 1%	-4%	14%	?	17%	0%	3%	1%
CCN(CC)CC(=O)Nc1ccccc1SCC(=O)Nc1ccsc1C(=O)OC
 : 0%	i	-15%	-15%	-6%	9%	2%	22%
CCOc1cc(C(N)=O)cc(Cl)c1OCC
 : 13%	-24%	10%	-9%	8%	2%	-3%	-8%
CC(C)(C)c1ccc(NC(=O)COC(=O)c2ccc(NS(=O)(=O)c3ccc(F)c(F)c3)cc2)cc1
 : 0%	-27%	-28%	.	?	3%	-17%	-10%
Cn1cnc2cc(NCc3ccccc3O)ccc21
 : 7%	-15%	-6%	-10%	-28%	3%	3%	2%
Cc1ccc(SCC(=O)c2ccc[nH]2)cc1
 : 1%	-1%	-25%	5%	8%	?	-5%	8%
COc1ccc(CCNC(=O)C2CC(c3ccccc3C(F)(F)F)=NO2)cc1 (configuration not stated)
 : 2%	-18%	-16%	6%	8%	?	10%	-2%
NS(=O)(=O)c1ccc(CNC(=O)/C=C/c2ccc(Cl)c(Cl)c2)cc1
 : -1%	-3%	9%	.	-6%	2%	1%	4%
COc1cccc(C(=O)N/N=C(\C)CC(=O)Nc2ccc(N(C)C)cc2)c1
 : 15%	-5%	-11%	?	-30%	-8%	-6%	6%
CCCNc1c(N)n(-c2ccccc2)c(=O)[nH]c1=O
 : 0%	i	4%	9%	-1%	17%	0%	5%
Cc1cc(CC(=O)O)n(C)c1C(=O)c1ccc(Cl)cc1
 : 1%	-17%	-11%	-28%	15%	7%	-1%	4%
CCOc1cccc2cc(C(=O)N3CCc4ccccc43)c(=O)oc12
 : 0%	-16%[57.5 µM]	4%	17%	-2%	-3%	-3%	-5%
O=C(O)C1=CC[C@@H](c2ccc(Cl)cc2)N(S(=O)(=O)c2ccc(Cl)cc2)[C@H]1c1ccc(F)cc1
 : -33%[inhibitor]	-12%	-15%	32%	-19%	-59%[inhibitor]	-9%	3%
COc1ccc(CNC(=O)COC(=O)CN2C(=O)COc3ccccc32)cc1
 : 0%	-15%	-1%	7%	-6%	3%	9%	8%
N#CCC(=O)Nc1ccc(C(=O)OCC(=O)NCCCc2ccccc2)cc1
 : 5%	i	3%	-16%	-9%	4%	-8%	-6%
Cc1ccc(S(=O)(=O)NNC(=O)C2CCN(Cc3ccccc3)CC2)cc1
 : -3%	i	4%	3%	0%	-11%	-3%	-7%
COc1ccccc1NCC(=O)N/N=C/c1cccnc1
 : -3%	i	14%	40%	5%	-5%	-4%	4%
CCN(CC(=O)Nc1ccc2c(c1)OCCO2)C(=O)C1CCCCC1
 : -5%	-6%[57.5 µM]	14%	13%	10%	1%	-7%	2%
COc1ccc(CCNC(=O)CSc2nnc(CNC(=O)c3cc(OC)c(OC)c(OC)c3)o2)cc1OC
 : 2%	i	0%	7%	?	5%	17%	-2%
S=c1[nH]nc(-c2cc(-c3ccccc3)n[nH]2)n1/N=C/c1ccc(Br)s1
 : -1%	i	-19%	9%	?	9%	10%	2%
COc1ccc(N2CCN(C(=O)Cn3ncc4c([nH]c5ccccc54)c3=O)CC2)cc1
 : 1%	-19%	-1%	10%	11%	-6%	-6%	-6%
O=C(O)c1ccnc(Cl)c1
 : 1%	-18%	5%	.	3%	4%	11%	12%
O=[N+]([O-])c1ccccc1NC1CCN(Cc2ccccc2)CC1
 : 0%	i	-3%	-9%	7%	-4%	0%	11%
O=C(NC1CCCCC1)c1cc(-c2ccccc2Cl)on1
 : -5%	-8%	-6%	-43%	10%	11%	15%	4%
COc1ccc(NC(=O)CCCn2c(=O)c3sccc3n(Cc3cccc(C)c3)c2=O)cc1
 : -2%	i	7%	-13%	2%	-3%	0%	0%
O=C(CSc1ncn[nH]1)Nc1ccc2c(c1)CCC2
 : -7%	i	-12%	.	-25%	3%	2%	0%
O=C(CCN1CCN(C(=O)c2ccco2)CC1)Nc1ccc(F)cc1
 : -5%	i	12%	-15%	4%	-1%	-2%	1%
Nc1nonc1-n1nnc(C(=O)N/N=C/c2ccc(Cl)cc2)c1-c1ccc2c(c1)OCO2
 : -3%	-5%	-1%	-14%	-23%	-4%	8%	10%
CCC(=O)NC(=S)NNC(=O)c1ccccc1[N+](=O)[O-]
 : -13%	-13%	-3%	-18%	-18%	3%	21%	5%
O=C(/C=C/c1ccccc1[N+](=O)[O-])N1CCN(C(=O)c2ccco2)CC1
 : 2%	i	9%	11%	-6%	.	-3%	4%
COCCN(C(=S)Nc1ccc(OC)cc1)C(C)c1cccs1 (configuration not stated)
 : 19%	i	-6%	3%	8%	9%	5%	9%
CCOC(=O)c1c(NC(=O)Cn2nc(C(F)F)cc2C(F)F)sc(C)c1C
 : 12%	i	-12%	10%	-5%	-8%	2%	-11%
OC(c1ccc(Cl)c(F)c1)c1ncc(-c2ccc(Cl)cc2)[nH]1 (configuration not stated)
 : -11%	-3%	18%	-8%	-11%	0%	5%	13%

# Ordered by the number under PTHR1 agonist (descending): three from the list above.
molecule	PTHR1 agonist	EPAC2 antag	EPAC1 antag	EPAC1 agonist
Nc1nonc1-n1nnc(C(=O)N/N=C/c2ccc(Cl)cc2)c1-c1ccc2c(c1)OCO2	-5%	-1%	-23%	8%
O=C(NC1CCCCC1)c1cc(-c2ccccc2Cl)on1	-8%	-6%	10%	15%
CCC(=O)NC(=S)NNC(=O)c1ccccc1[N+](=O)[O-]	-13%	-3%	-18%	21%

# Only part of the results is shown; rates above refer to the full screens.
